Screening data from PubChem BioAssay.
Rac1 act GTP bind: GTP binding modulators of activated mutant Rac1, primary screen, biochemical, bead-based flow cytometry, multiplex, fluorescent GTP. Ras-related C3 botulinum toxin substrate 1 (Homo sapiens), P63000. GST-Rac1 activated beads; actives lie on both sides; 100% means binding = to untreated wells. percent activity (GTP binding), % at 10 µM. 0.11% of 190,000 active;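 active = GTP binding at least 20 percentage points away from the 100% baseline, in either direction, so actives lie on both sides; inconclusive = Compound likely fluorescent itself, or too few beads counted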
Pf gamet viab: late stage P. falciparum gametocyte viability inhibitors, primary screen, ATP luminescence, HTS; AID 743093, 2013; P. falciparum stage V gametocytes, 24 h; inhibition, % at 10.9 µM; 0.065% of 150,000 active;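 active = inhibition above the mean plus 3 SD of compounds within the control limits, set per campaign, cut at about 38% in these data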;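 note: 0% = DMSO wells and 100% = medium only without gametocytes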
Rab7 wt modul: modulators of GTP binding to Rab7, primary screen, biochemical, wildtype, multiplex bead flow cytometry; 0.055% of 190,000 active; GST-Rab7 beads, fluorescent GTP binding; actives lie on both sides; untreated = 100%, excess cold GTP = 0%; GTP binding activity (percent of control), % at 10 µM; AID 758, 2007; Rab7 GTPase wild type (dog), Bodipy-FL-GTP binding;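 active = fluorescent GTP binding to Rab7 beads changed by at least 20 points from the 100% baseline, either direction, mostly lower; inconclusive = compound itself probably fluorescent, or too few beads counted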;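 note: median green fluorescence of bound Bodipy-FL-GTP per Rab7 bead population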
Rab2A wt mod: modulators of GTP binding to Rab2A wildtype, primary screen, biochemical, dog, bead-based flow cytometry, multiplex; Ras-related protein Rab-2A (Canis lupus familiaris), P61105; GST-Rab2 wt beads, Bodipy-GTP binding; GTP binding activity, % at 10 µM; 0.19% of 190,000 active;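 active = GTP binding activity at least 20 points away from 100%, either lowered or raised; inconclusive = signal likely due to the compound's own green fluorescence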;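 note: 0% = beads with excess unlabeled GTP and 100% = no-compound control corrected for plate trend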
Mcl1-Bid inh: Mcl-1/Bid binding inhibitors, primary screen, biochemical, TR-FRET, 1536-well; Induced myeloid leukemia cell differentiation protein Mcl-1 (Homo sapiens), Q07820; TR-FRET Mcl-1/Bid-Dy647 peptide binding; inhibition, % at 21.7 µM; 0.97% of 220,000 active;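 active = compounds that cut the binding signal by more than half at the single screening dose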;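 note: His-tagged Mcl-1 with europium anti-His antibody binding Bid BH3 peptide; 0% = Mcl-1 plus peptide wells and 100% = peptide-only wells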
Target sequence (Q07820 whole entry, looked up): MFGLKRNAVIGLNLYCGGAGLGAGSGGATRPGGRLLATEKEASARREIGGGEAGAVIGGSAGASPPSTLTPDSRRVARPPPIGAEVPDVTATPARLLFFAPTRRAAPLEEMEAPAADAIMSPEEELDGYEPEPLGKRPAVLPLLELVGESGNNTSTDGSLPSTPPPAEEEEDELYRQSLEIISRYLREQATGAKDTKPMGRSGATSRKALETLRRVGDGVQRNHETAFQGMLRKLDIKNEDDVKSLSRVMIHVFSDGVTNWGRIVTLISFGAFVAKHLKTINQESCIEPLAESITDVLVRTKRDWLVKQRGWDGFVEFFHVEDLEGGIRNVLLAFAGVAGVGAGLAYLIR
Rac1 wt GTP bind: wildtype Rac1 GTP binding modulators, primary screen, biochemical, GST-Rac1 beads, flow cytometry, multiplex | GTP binding activity (% of control), % at 10 µM | fluorescent GTP binding; actives lie on both sides; 0 = cold GTP competed, 100 = untreated | 0.27% of 190,000 active | AID 757, 2007;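 active = GTP binding activity at least 20 points away from the 100% control level, either lower or higher; inconclusive = compound flagged as likely green fluorescent, judged across all proteins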
Avidin fluor: green autofluorescence of compounds with avidin beads – biophysical, 488/530 nm, flow cytometry, artefact control, profiling panel; compound fluorescence 488/530 nm; active compounds read high; fluorescence (KMESF) at 10 µM; 0.38% of 220,000 active; AID 1775, 2009; in the data active = fluorescence above about 47; note: inactives centre near 10
Mcl1 Noxa PPI: Mcl-1/Noxa binding inhibitors, primary screen, biochemical, TR-FRET, 1536-well. Induced myeloid leukemia cell differentiation protein Mcl-1 (Homo sapiens), Q07820. TR-FRET Mcl-1/Noxa peptide binding, 2 h. inhibition, % at 21.7 µM. 1.5% of 220,000 active. AID 1022, 2008;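 active = compounds that cut the protein-peptide binding signal by more than 50% relative to plate controls in a single-dose test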;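 note: His-tagged Mcl-1 with rhodamine Noxa BH3 peptide and terbium anti-His antibody; 0% = Mcl-1 plus Noxa peptide wells and 100% = peptide-only wells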
Bim-Mcl-1: inhibitors of Bim peptide binding to Mcl-1, primary screen, biochemical, bead-based flow cytometry, multiplex. Bim peptide-Mcl-1 binding. 0.1% of 190,000 active. inhibition, % at 10 µM; in the data active = inhibition above about 40%;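 note: 0% = no compound tracer wells and 100% = peptide blocker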
HRas wt GTP bind: modulators of GTP binding to HRas wildtype, primary screen, biochemical, bead-based flow cytometry, multiplex; 0.14% of 190,000 active; AID 759, 2007; GST-Ras wt beads, Bodipy-FL-GTP binding; actives lie on both sides; GTP binding activity, % at 10 µM; GTPase HRas (Homo sapiens), P01112;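 active = GTP binding activity at least 20% away from the 100% baseline, either lowered as inhibitor or raised as activator; inconclusive = flagged as likely green fluorescent, judged across all proteins in the well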;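 note: 0% = unlabeled GTP competition control and 100% = no-compound control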
Target sequence (P01112 whole entry, looked up): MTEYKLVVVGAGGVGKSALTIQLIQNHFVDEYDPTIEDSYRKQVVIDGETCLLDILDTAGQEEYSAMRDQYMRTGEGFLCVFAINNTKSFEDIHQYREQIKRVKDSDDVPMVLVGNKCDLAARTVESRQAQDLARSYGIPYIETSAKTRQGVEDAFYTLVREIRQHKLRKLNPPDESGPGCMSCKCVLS
Cdc42 wt GTP: modulators of GTP binding to wildtype Cdc42, primary screen, biochemical, multiplex bead flow cytometry, Bodipy-GTP. GST-Cdc42 beads; actives lie on both sides. percent activity (GTP binding), % at 10 µM. 0.2% of 190,000 active. AID 761, 2007;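 active = percent activity GTP binding at least 20 points away from the 100% baseline, either down as inhibitor or up as activator; inconclusive = compound flagged as likely green fluorescent from well-wide comparison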;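 note: median bead fluorescence of bound Bodipy-FL-GTP at 100 nM; 0% = excess unlabeled GTP control and 100% = no compound control; below 100% means less GTP binding so inhibitor and above means activator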
Target sequence (P60953 whole entry, looked up): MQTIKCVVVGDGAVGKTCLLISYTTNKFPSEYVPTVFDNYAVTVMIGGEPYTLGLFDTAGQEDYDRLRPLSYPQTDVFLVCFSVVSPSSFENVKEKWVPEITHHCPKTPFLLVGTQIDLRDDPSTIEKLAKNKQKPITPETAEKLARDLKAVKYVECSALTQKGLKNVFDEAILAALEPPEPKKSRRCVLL
An asterisk follows results filed as active; ? = inconclusive; . = not tested or not shown.

SMILES	Rac1 act GTP bind	Pf gamet viab	Rab7 wt modul	Rab2A wt mod	Mcl1-Bid inh	Rac1 wt GTP bind	Avidin fluor	Mcl1 Noxa PPI	Bim-Mcl-1	HRas wt GTP bind	Cdc42 wt GTP
COc1ccc(CCN2CC(C(=O)O)CC2=O)cc1OC (centres undefined)	93	.	94	95	-32	96	6	8	-3	96	94
COc1ccc(NC(=O)Nc2nnc(-c3ccccc3SCc3ccccc3)s2)cc1	100	-27	99	100	-39	110	.	12	0	103	104
CCc1ccc2oc(-c3cc(N)ccc3O)nc2c1	93	.	93	94	-83	93	12	7	-3	96	97
CCS(=O)(=O)Nc1ccc(Cc2ccncc2)cc1	100	.	97	99	-28	102	13	8	-1	99	101
Cc1cccc(N(CC(=O)NC(C)(C)C)C(=O)CS(=O)CC(=O)Nc2ccc3c(c2)OCO3)c1 (centres undefined)	96	.	105	100	-24	104	9	2	1	103	97
O=S1(=O)CC(O)C(Nc2ccccc2)C1 (centres undefined)	100	.	104	103	-13	105	14	-8	-2	102	106
O=C(COc1ccccc1/C=C\c1[nH]c(=O)[nH]c(=O)c1[N+](=O)[O-])Nc1ccccc1	77*	5	95	77*	-34	79*	3	25	-7	79*	73*
CCn1nnnc1-c1ccc(OC)c(S(=O)(=O)Nc2ccc(C(=O)OC)cc2)c1	101	.	97	100	-10	105	43	-4	0	102	106
O=C(COC(=O)c1ccc(NS(=O)(=O)c2ccc3c(c2)OCCO3)cc1)NCC1CCCO1 (centres undefined)	97	.	100	100	-1	97	17	16	-3	97	99
CCN1CCN(Cc2c(O)ccc3c2O/C(=C\C=C\c2ccccc2)C3=O)CC1	99	9	95	99	-26	100	17	24	-1	101	102
COc1ccc(NS(=O)(=O)c2ccc(-n3nnc4ccccc43)c([N+](=O)[O-])c2)cc1	99	.	103	101	-22	99	14	5	0	100	98
COc1ccc(C(=O)Nc2ccc(N3CCCCC3)cc2)cc1Br	98	-10	101	97	-22	105	11	29	0	100	100
COc1ccc2[nH]c(C)c(C(=O)CN(C)C)c2c1	100	.	101	102	-33	106	13	9	-4	101	102
CCN1C(=O)/C(=C/c2cnn(CC)c2C)SC1=S	?	.	?	?	-34	?	3	7	-5	?	?
CCOC(=O)c1ccc2c(c1)nc(C)n2CC	99	-11	99	102	2	104	8	-24	-32	102	102
Nc1nc(Cn2nnc(-c3ccccc3F)n2)nc(N2CCOCC2)n1	99	2	98	98	-16	98	12	8	-1	99	98
O=C(CCCC(=O)N(CC(=O)NC1CCCCC1)Cc1ccc2c(c1)OCO2)Nc1ccccn1	100	.	99	99	-35	106	6	-5	1	99	99
O=C(Nc1ccccc1)c1cc2ccccc2c(=O)s1	98	14	94	97	-8	100	8	-6	0	97	99
C=CCSc1nnc(CNC(=O)c2ccccc2C)n1C(C)C	95	21	97	96	-25	97	8	8	0	97	93
COc1cc(OC)cc(-n2nnnc2SCC(=O)NCc2ccc3c(c2)OCO3)c1	94	-5	98	95	1	95	13	-15	0	98	94
Cc1cn(C(=O)c2ccccc2)c(=S)n1-c1ccc(Br)cc1	98	-24	102	97	9	101	27	16	-3	99	98
CNCc1c(C)nn(-c2ccccc2)c1C	95	.	96	95	-1	92	18	13	1	92	95

3 structures already listed, ordered by molecular weight, descending:
SMILES	Rac1 act GTP bind	Pf gamet viab	Rab7 wt modul	Rab2A wt mod	Mcl1-Bid inh	Rac1 wt GTP bind	Avidin fluor	Mcl1 Noxa PPI	Bim-Mcl-1	HRas wt GTP bind	Cdc42 wt GTP
COc1ccc(NC(=O)Nc2nnc(-c3ccccc3SCc3ccccc3)s2)cc1	100	-27	99	100	-39	110	.	12	0	103	104
COc1ccc(NS(=O)(=O)c2ccc(-n3nnc4ccccc43)c([N+](=O)[O-])c2)cc1	99	.	103	101	-22	99	14	5	0	100	98
COc1ccc(CCN2CC(C(=O)O)CC2=O)cc1OC (centres undefined)	93	.	94	95	-32	96	6	8	-3	96	94

Profiles, looked up by structure:
Listed for O=C(Nc1ccccc1)c1cc2ccccc2c(=O)s1 = Rac1 act GTP bind: 98; Pf gamet viab: 14; Rab7 wt modul: 94; Rab2A wt mod: 97; Mcl1-Bid inh: -8; Rac1 wt GTP bind: 100; Avidin fluor: 8; Mcl1 Noxa PPI: -6; Bim-Mcl-1: 0; HRas wt GTP bind: 97; Cdc42 wt GTP: 99
Listed for Nc1nc(Cn2nnc(-c3ccccc3F)n2)nc(N2CCOCC2)n1 = Rac1 act GTP bind: 99; Pf gamet viab: 2; Rab7 wt modul: 98; Rab2A wt mod: 98; Mcl1-Bid inh: -16; Rac1 wt GTP bind: 98; Avidin fluor: 12; Mcl1 Noxa PPI: 8; Bim-Mcl-1: -1; HRas wt GTP bind: 99; Cdc42 wt GTP: 98
Listed for CCOC(=O)c1ccc2c(c1)nc(C)n2CC = Rac1 act GTP bind: 99; Pf gamet viab: -11; Rab7 wt modul: 99; Rab2A wt mod: 102; Mcl1-Bid inh: 2; Rac1 wt GTP bind: 104; Avidin fluor: 8; Mcl1 Noxa PPI: -24; Bim-Mcl-1: -32; HRas wt GTP bind: 102; Cdc42 wt GTP: 102

With a hit mark in HRas wt GTP bind (from the list above):
| structure | Rab7 wt modul | Rab2A wt mod | Mcl1-Bid inh | Rac1 wt GTP bind | Avidin fluor | Mcl1 Noxa PPI | Bim-Mcl-1 | HRas wt GTP bind | Cdc42 wt GTP |
| --- | --- | --- | --- | --- | --- | --- | --- | --- | --- |
| O=C(COc1ccccc1/C=C\c1[nH]c(=O)[nH]c(=O)c1[N+](=O)[O-])Nc1ccccc1 | 95 | 77* | -34 | 79* | 3 | 25 | -7 | 79* | 73* |
